# High-throughput results deposited in PubChem by several laboratories.
# PolyA inhibitor: yeast polyadenylation inhibition; AID 1875; S. cerevisiae SKY197-pL101 polyadenylation reporter, beta-gal luminescence; efflux-impaired pdr1/pdr3 knockout yeast; score 100 = 6 SD above DMSO; calls only at 12 µM; 0.02% of 300,000 active;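 active means lowest replicate activity score at least 50, where 100 means six control SD above control mean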;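 further: yeast exposed to compound for 9 h at 30 °C; higher score means more reporter readthrough which indicates perturbed polyadenylation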
# KLF5 inh: suppresses KLF5 promoter-driven expression | DLD-1 KLF5 promoter-luciferase reporter, luminescence | inhibition, % at 5 µM | 0.23% of 290,000 active;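 active means inhibition above a per-plate limit of that plate's mean compound inhibition plus 3 SD, cut at about 60% in these data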;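 further: 0% = DMSO wells and 100% = LY294002 at 200 µM; higher means less KLF5 promoter-driven luciferase light; inactives centre near -14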
# AI-2 QS mod: modulates the Vibrio harveyi AI-2 quorum sensing system; 0.4% of 300,000 active; AID 2094; activity change, % at 7.5 µM; Vibrio harveyi JMH597 AI-2 luminescence/OD600 ratio, 9 h; stronger effect = lower value; strain lacks LuxN and CqsS sensors; 0 = neutral-control median; in the data active means activity change below about -75%, passing the limit was not always enough;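 further: luminescence divided by OD600 gain over 9 h not by final OD600 alone; inactives centre near 13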
# HSF1 activator: increases HSF-1 driven luciferase reporter signal | NIH3T3-HGL HSF-1 luciferase reporter, MG132, 8 h; 100% = twice DMSO control signal | activation, % at 9 µM | 1.7% of 300,000 active;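 active means mean replicate activation of at least 50% with a set share of replicates each reaching 50%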;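 further: 0% = median of the neutral control wells and 100% = twice that signal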
# IEC-6 cytotox: counter-screen for KLF5 inhibitors: cytotoxicity in IEC-6 cells; IEC-6 cytotoxicity, luminescence viability; inhibition, % at 5 µM; 0.78% of 290,000 active; in the data active means inhibition above about 22%;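 further: 0% = plate median of test compound wells and 100% = cytotoxic reference compound wells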
# HSP90 refold inh: HSP90 refolding inhibition in rabbit reticulocyte lysate. luciferase refolding luminescence, 3 h. inhibition, % at 5.6 µM. 0.91% of 290,000 active. AID 1789;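 active means inhibition above the screen-wide mean plus 3 SD, computed separately per campaign, cut at about 16% in these data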;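 further: 0% = DMSO wells and 100% = 60 µM geldanamycin wells; inhibitors lower the luminescence because luciferase stays unfolded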
# aSyn UTR inh: MLPCN primary screen, SNCA 5' untranslated region. alpha-synuclein 5'UTR reporter, inhibitor activity. inhibition, % (tested at 7.5 µM). 0.82% of 300,000 active. AID 1813; in the data active means inhibition above about 60%;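 further: H4 neuroglioblastoma cells stably carrying SNCA 5'UTR luciferase fusion; 0% = DMSO wells and 100% = positive control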
# HSF1 inh: HSF1 inhibition; 0.77% of 300,000 active; activity change, negative = inhibition, % at 7.5 µM (by protocol); NIH3T3-HGL HSE-luciferase, MG132-induced, luminescence 8 h; stronger effect = lower value;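 active means more than half of replicate wells show activity change below -50%, luminescence cut by over half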;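 further: luciferase reports HSF-1 transcriptional activity via heat shock element; 0% = median of DMSO wells and -100% = zero luminescence signal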
# GSK3beta inhib: inhibitors of human GSK3beta kinase; AID 2097; GST-GSK3beta kinase, ADP-Glo luminescence, 60 min; stronger effect = lower value; 0.038% of 300,000 active; activity score (negative = inhibition), % at 10 µM;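 active means more than half of replicate wells score below -50%, meaning over 50% inhibition versus plate controls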;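 further: 0% = median DMSO wells and -100% = median GW8510 positive control wells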
# Target sequence (P49841 whole entry, looked up): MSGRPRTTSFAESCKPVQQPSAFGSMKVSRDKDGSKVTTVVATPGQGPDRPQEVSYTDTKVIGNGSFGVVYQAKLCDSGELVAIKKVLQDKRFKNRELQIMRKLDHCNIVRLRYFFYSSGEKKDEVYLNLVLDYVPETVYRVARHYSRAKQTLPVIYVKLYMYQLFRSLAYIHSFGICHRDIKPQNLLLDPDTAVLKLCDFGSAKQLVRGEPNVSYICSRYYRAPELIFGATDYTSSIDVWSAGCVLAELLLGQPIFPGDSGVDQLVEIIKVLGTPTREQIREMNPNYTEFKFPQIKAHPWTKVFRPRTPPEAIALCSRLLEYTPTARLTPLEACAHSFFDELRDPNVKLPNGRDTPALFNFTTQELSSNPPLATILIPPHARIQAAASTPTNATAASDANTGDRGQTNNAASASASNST
#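 Test system: GST-tagged human GSK3beta kinase, cell-free; evaluation: activity score scaled between in-plate DMSO and GW8510 controls; measured by: ADP-Glo luminescence; incubation: 60 min reaction, RT; benchmarks: DMSO and 20 µM GW8510; reagent: peptide substrate plus 25 µM ATP (final); medium: Tris/MgCl2 kinase buffer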
# GSK3 alpha inh: inhibitors of human GSK-3 alpha kinase | P49840 | ADP-Glo luminescence, 60 min | inhibition, % at 10 µM | 0.1% of 320,000 active | AID 2650;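 in the data active means inhibition above about 50%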;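 further: GST-tagged GSK-3 alpha with peptide substrate and 25 µM ATP; 0% = DMSO neutral wells and 100% = GW8510 positive control wells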
# Target sequence (P49840 whole entry, looked up): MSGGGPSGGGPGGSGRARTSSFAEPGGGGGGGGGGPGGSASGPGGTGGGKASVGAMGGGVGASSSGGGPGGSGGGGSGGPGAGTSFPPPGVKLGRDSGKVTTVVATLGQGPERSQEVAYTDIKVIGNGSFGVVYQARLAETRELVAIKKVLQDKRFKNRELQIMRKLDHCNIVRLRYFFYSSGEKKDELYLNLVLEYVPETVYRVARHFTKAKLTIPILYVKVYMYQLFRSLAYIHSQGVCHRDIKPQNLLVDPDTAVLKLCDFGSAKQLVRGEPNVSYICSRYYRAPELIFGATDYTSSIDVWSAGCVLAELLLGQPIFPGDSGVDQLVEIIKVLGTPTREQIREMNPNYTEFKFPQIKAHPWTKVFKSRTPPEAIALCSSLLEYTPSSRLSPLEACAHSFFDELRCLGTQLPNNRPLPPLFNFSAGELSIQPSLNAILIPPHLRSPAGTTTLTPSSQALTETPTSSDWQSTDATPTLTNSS
# Numbers without * were called inactive; i = inactive; nt = not tested or not shown. These rows are one share of the data; rates above refer to the full screens.
SMILES,PolyA inhibitor,KLF5 inh,AI-2 QS mod,HSF1 activator,IEC-6 cytotox,HSP90 refold inh,aSyn UTR inh,HSF1 inh,GSK3beta inhib,GSK3 alpha inh
COc1cc(/C=C/C(=O)OCC(=O)NCCc2ccccc2)cc(OC)c1OC,i,7,2,11,5,6,-5,0,2,-3
CC(=O)NC1CCN(C(=O)N2CCCC2)CC1,i,-3,26,-8,6,1,-8,-1,0,-2
COc1cc(OC)cc(C(=O)NCCNC(=O)c2ccco2)c1,i,-19,-8,-6,-8,-4,9,-11,1,-3
CCN1CCCC1CNCc1ccc(Cl)cc1Cl (stereo unspecified),i,-30,11,5,5,10,-3,-3,-11,0
Cc1sc2nc(NCCO)[nH]c(=O)c2c1C,i,-3,15,-2,0,-3,-15,-1,2,3
CC(=O)Nc1ccc2nc(SCC(=O)Nc3ccc(N4CCOCC4)c(Cl)c3)sc2c1,i,-39,24,30,2,2,-142,4,1,0
C=CCc1cccc2cc(C(=O)NCc3cccnc3)c(=O)oc12,i,-13,5,32,6,0,-37,-2,2,-2
COc1ccccc1NC(CC(=O)c1ccccc1)C(=O)OCC(=O)c1ccc(Br)cc1 (stereo unspecified),i,-24,10,18,-2,-1,-130,5,2,-4
O=C(NCc1ccco1)C(C(=O)c1ccc(F)cc1)n1ccccc1=O (stereo unspecified),i,-37,20,7,-2,-1,-4,1,1,-1
CCOC(=O)C1CCCN(C(=O)CN2C(=O)c3ccccc3C2=O)C1 (stereo unspecified),i,3,25,5,2,3,17,-5,1,-3
CCCNC(=O)c1ccc2c(c1)S(=O)(=O)c1ccccc1C2=O,i,-34,15,19,2,-3,19,1,0,-1
O=C(c1cccc(N2C(=O)C3C4C=CC(C4)C3C2=O)c1)N1CCN(c2ccc(F)cc2)CC1 (stereo unspecified),i,-6,45,-6,-4,-5,33,3,0,-1
O=C1CC(C(F)(F)C(F)(F)C(F)(F)F)=Nc2ccccc2N1,i,10,19,8,-3,-4,-13,-1,-4,-2
O=C(NCC(c1ccco1)N1CCOCC1)c1ccc(Cl)cc1 (stereo unspecified),i,nt,11,-3,nt,nt,-2,-2,-5,-6
Cc1ccc(NC(=O)CNC(=O)c2ccco2)cc1Cl,i,-47,-27,-3,-8,-4,-49,0,2,-5

# The last 2 entries of the part above are carried over, then new ones follow:
SMILES,PolyA inhibitor,KLF5 inh,AI-2 QS mod,HSF1 activator,IEC-6 cytotox,HSP90 refold inh,aSyn UTR inh,HSF1 inh,GSK3beta inhib,GSK3 alpha inh
O=C(NCC(c1ccco1)N1CCOCC1)c1ccc(Cl)cc1 (stereo unspecified),i,nt,11,-3,nt,nt,-2,-2,-5,-6
Cc1ccc(NC(=O)CNC(=O)c2ccco2)cc1Cl,i,-47,-27,-3,-8,-4,-49,0,2,-5
Cn1c(=O)n(C)c2cc(S(=O)(=O)NCCc3ccccc3)ccc21,i,-16,26,-7,-3,-3,-15,-3,3,12
CCn1c(NCc2ccccn2)nc2c1c(=O)n(C)c(=O)n2C,i,2,26,6,-3,1,-12,-4,1,1
CCOCC(=O)Nc1cc(C(=O)Nc2cccc(C)c2C)ccc1Cl,i,-27,24,2,1,13,-12,-7,2,-1
Brc1ccc(Cn2c(-c3ccc(Br)o3)nc3ccccc32)o1,i,2,13,47,-7,4,-40,21,2,nt
Cc1cc(NC(=S)N(CCN2CCOCC2)Cc2ccccc2F)ccc1Cl,i,-14,12,3,0,-4,5,4,4,-3
CC1(C)CC(NC(=O)c2ccc(-c3ccc([N+](=O)[O-])cc3)o2)CC(C)(C)N1,i,1,-1,15,0,4,-18,0,-2,0
COc1ccc(OC)c(C2CC(c3ccc(NS(C)(=O)=O)cc3)=NN2C(=O)c2ccccc2)c1 (stereo unspecified),i,-14,14,8,0,0,5,2,1,3
COc1ccc(/C=C2/SC(=O)N(CCC(=O)Nc3ccc(S(=O)(=O)Nc4nccs4)cc3)C2=O)cc1,i,-14,4,18,-3,-2,-23,9,2,0
O=C(O)C1=C[C@H](c2csc3ccccc23)C[C@H](OCc2ccc(CO)cc2)O1,i,-26,5,-12,-3,1,-3,-5,-13,-5
CCCCC(=O)Nc1ccc(C(=O)Nc2nnc(COC)s2)cc1,i,-37,8,0,5,3,-3,-5,-1,-5
O=C(CSc1nnc(Cn2nnc3ccccc32)o1)N(Cc1ccc(F)cc1)c1ccccc1,i,-14,29,42,8,2,-11,19,-1,-1
CCCN(CC1CC1)C(=O)CCc1nnc(C(OC)c2ccccc2)o1 (stereo unspecified),i,-24,-18,2,-1,1,-5,1,4,-3
CCc1ccc(N2CC(C(=O)N3CCCC3)CC2=O)cc1 (stereo unspecified),i,-22,9,-8,3,-3,12,-7,-19,-2
Cc1ccccc1NC(=O)c1cc[n+]([O-])cc1,i,-15,16,9,5,-1,-20,-5,1,-2
COc1cccc(CNC(=O)CSc2ccc(-c3ccco3)nn2)c1,i,-46,9,26,-7,1,15,3,0,-3
C=CCn1c(SC(C)C(=O)NCCC2=CCCCC2)nc2ccccc2c1=O (stereo unspecified),i,-38,21,16,-2,0,2,-7,2,-4
Cc1nc2c(sc(=S)n2Cc2ccco2)c(=O)n1CC(=O)Nc1ccccc1,i,-8,22,1,4,5,7,4,-2,-4
COc1ccc(N2CCN(CCNC(=O)c3ccc4c(c3)[nH]c(=S)n3c5ccccc5nc43)CC2)cc1,i,-17,22,-8,-4,-2,-1,-9,3,0
Cc1ccc(-c2csc(N=C(N)N)n2)c(C)c1,i,-9,9,9,7,-1,-94,8,-4,1
CN1CCCN(C(=O)CC2(CC(=O)O)CCCC2)CC1,i,-19,40,-4,-4,-4,-5,-3,5,8
Cc1ccc(NC(=S)NCc2ccccc2Cl)c(C)c1,i,-4,-1,6,-3,-3,-15,10,3,0
CCN(CC)S(=O)(=O)c1cc(NC(=O)CNc2cccc(S(=O)(=O)N3CCOCC3)c2)ccc1C,i,nt,0,-7,nt,nt,29,-3,-2,-1
C/C=C/c1ccc(OCc2cc(=O)n3cc(C)ccc3n2)c(OC)c1,i,-15,-9,9,-7,5,2,-2,0,0
Cc1oc2cc3oc(=O)c(CCC(=O)N(C)CC(=O)O)c(C)c3cc2c1C,nt,-30,7,-7,-8,1,9,-7,1,-2
Cc1nc(SCC(=O)Nc2ccccc2C(F)(F)F)c2c(=O)n(C)c(=O)n(C)c2n1,nt,-47,nt,nt,-6,0,nt,nt,nt,1
COC(=O)C1=NNC2(c3ccc(C)cc3)C(=O)N(c3cccc(C)c3C)C(=O)C12 (stereo unspecified),i,-5,16,34,-10,-6,34,15,2,-1
Cc1ccccc1CC1(CO)CCCN(Cc2ccn[nH]2)C1 (stereo unspecified),i,-14,18,-2,-8,0,2,0,-5,0
COc1ccc(NC2CCCN(C(=O)c3ccc(C)nc3)C2)cc1 (stereo unspecified),i,-17,34,-3,0,-3,-6,-1,1,1
Cc1c(CC(=O)NCCCC(=O)O)c(=O)oc2cc3oc4c(c3cc12)CCCC4,i,-37,-4,-19,-8,-1,7,-7,1,-2
Cc1nnc(SC(C)C(=O)Nc2ccc(S(=O)(=O)N3CCCCC3)cc2)s1 (stereo unspecified),i,18,14,7,0,4,13,0,0,3
C[C@H]1C[C@H]2[C@@H]3CCC4=CC(=O)C=C[C@]4(C)[C@@]3(Cl)[C@@H](O)C[C@]2(C)[C@@]1(O)C(=O)CO,i,-2,7,-51,3,2,0,-45,-4,-1
Cc1ccc(-c2c(C)n([O-])c3c([n+]2=O)CCCCC3)cc1,i,-16,14,-3,-3,-2,-9,-7,0,2
CCOC(=O)C1=C(CS(=O)(=O)c2ccccc2)NC(=O)NC1c1ccccc1OC (stereo unspecified),i,2,32,9,-3,-3,-17,5,1,1
Cc1ccccc1NC(=S)NCc1ccc2c(c1)cc(C)n2C,i,7,-3,13,-5,3,9,2,-6,-2
CCN(c1ccccc1)S(=O)(=O)c1ccc(N)c(OC)c1,i,19,27,3,10,4,10,-11,1,0
O=C(O)c1cccc(S(=O)(=O)Nc2ccccc2Cc2ccccc2)c1,i,10,1,9,-8,-2,16,0,-3,0
COC(=O)c1ccc(NC(=O)CN2CCN(c3ccccc3)CC2)cc1,i,-18,16,-3,-1,2,5,6,0,-4
Cn1c(N)c(C(=O)COC(=O)CCc2ccccc2)c(=O)n(C)c1=O,i,-14,1,1,-3,0,-4,-3,-2,-1
O=C(Nc1nc2ccccc2n1CCN1CCCCC1)c1ccc(Cl)cc1,i,-14,-6,-21,-2,-1,19,0,-1,-1
COc1ccc(OC)c(NC(=O)c2ccc(OCC(=O)N3CCOCC3)c(OC)c2)c1,i,nt,14,16,nt,nt,-10,-2,3,-1
O=C(NN1CCOCC1)c1ccc(Cl)s1,i,4,17,19,5,2,3,8,-2,2

# Whole records from above. Order of values: PolyA inhibitor	KLF5 inh	AI-2 QS mod	HSF1 activator	IEC-6 cytotox	HSP90 refold inh	aSyn UTR inh	HSF1 inh	GSK3beta inhib	GSK3 alpha inh
# Shown for COc1ccc(OC)c(NC(=O)c2ccc(OCC(=O)N3CCOCC3)c(OC)c2)c1 : i	nt	14	16	nt	nt	-10	-2	3	-1
# Shown for Cc1ccccc1NC(=S)NCc1ccc2c(c1)cc(C)n2C : i	7	-3	13	-5	3	9	2	-6	-2
# Shown for C[C@H]1C[C@H]2[C@@H]3CCC4=CC(=O)C=C[C@]4(C)[C@@]3(Cl)[C@@H](O)C[C@]2(C)[C@@]1(O)C(=O)CO : i	-2	7	-51	3	2	0	-45	-4	-1
# Shown for COC(=O)c1ccc(NC(=O)CN2CCN(c3ccccc3)CC2)cc1 : i	-18	16	-3	-1	2	5	6	0	-4
# Shown for CCOC(=O)C1=C(CS(=O)(=O)c2ccccc2)NC(=O)NC1c1ccccc1OC (stereo unspecified) : i	2	32	9	-3	-3	-17	5	1	1
